# Rev-RRE block = HIV-1 Rev-RRE binding inhibitors, primary screen, biochemical, FRET, protein-RNA interaction; P05866; Rev peptide-RRE RNA binding; inhibition, % at 8 µM; 97,000 tested, 0.79% active; AID 704, 2007;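 active = inhibition above the screen-wide mean plus 3 SD, cut at about 35% in these data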;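 note: 0% = median DMSO wells and 100% = median Neomycin B control wells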
#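 System: Cy5-labelled duplex RRE RNA binding fluorescein-labelled HIV Rev peptide; Signal: fluorescein-to-Cy5 FRET, 480 nm excitation; Also added: labelled Rev peptide; Compound: one concentration, 8 µM nominal; Buffer or medium: HEPES pH 7.5 salt buffer with EDTA; Read-out: % inhibition of FRET ratio versus controls; Schedule: 5 min preincubation and 15 min binding, 25 °C.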
# S1P2 agonist = S1P2 receptor agonists, primary screen, cell-based; Sphingosine 1-phosphate receptor 2 (Homo sapiens), O95136; S1P2-expressing cell line, agonist reporter read-out; activation, % at 4.5 µM; 97,000 tested, 0.46% active; AID 729, 2007; in the data active = activation above about 16%;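 note: 0% = vehicle low control and 100% = maximal reference agonist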
# PostGolgi yeast = phenotypic screen on post-Golgi transport, primary screen; post-Golgi transport phenotypic cell assay; inhibition, % at 10 µM; 98,000 tested, 0.9% active; AID 739, 2007;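 note: yeast cells grown in 1536-well plates; yeast grown about 18 h at 30C before absorbance read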
# PostGolgi ctrl = growth inhibition of yeast control strain, primary screen, counter-screen for post-Golgi transport modulator project; efflux-deficient yeast background strain, growth absorbance A615, 16 h; inhibition, % at 10 µM; 98,000 tested, 5% active; AID 738, 2007
# EphB4 ephrin blk = EphB4-ephrin-B2 interaction antagonists, primary screen, biochemical, TNYL-RAW peptide probe, fluorescence polarization. EphB4 LBD / TNYL-RAW-Alexa532 peptide. 97,000 tested, 0.15% active. inhibition, % at 7 µM. Ephrin type-B receptor 4 (Homo sapiens), P54760. AID 720, 2007;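 active = inhibition above the screen-wide mean inhibition plus 3 SD, cut at about 15% in these data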;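 note: 0% = DMSO wells and 100% = excess unlabeled TNYL-RAW peptide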
# FAK blocker = FAK kinase inhibitors, primary screen, biochemical; AID 727, 2007; 97,000 tested, 0.84% active; biochemical FAK kinase activity assay; inhibition, %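 (tested at 7 µM)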; in the data active = inhibition above about 19%;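 note: 0% = DMSO and 100% = reference compound high control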
# PTPN22 act = LYP phosphatase activators, primary screen, biochemical, DiFMUP fluorescence, 2 µM; recombinant LYP; 0 = plate median, 100 = signal doubled; activation, % at 2 µM; 96,000 tested, 0.11% active; AID 697, 2007;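 active = activation at 2 µM above a set limit, the mean plus 5 SD, cut at about 37% in these data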
# S1P2 blocker = human S1P2 receptor antagonists, primary screen, cell-based | inhibition, % at 5 µM | 97,000 tested, 0.21% active | AID 736, 2007 | Sphingosine 1-phosphate receptor 2 (Homo sapiens), O95136 | cell-based S1P2 antagonist assay, inhibition at 5 uM; in the data active = inhibition above about 45%;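 note: CRE beta-lactamase reporter cells expressing human S1P2 stimulated with S1P; 0% = agonist at EC80 alone and 100% = agonist plus reference antagonist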
# LYP inh 2 = PTPN22 phosphatase inhibitors, primary screen, biochemical, DiFMUP fluorescence, 2 µM. Tyrosine-protein phosphatase non-receptor type 22 (Homo sapiens), Q9Y2R2. recombinant LYP catalytic domain. inhibition, % at 2 µM. 96,000 tested, 0.21% active;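 active = inhibition at 2 µM at or above a set limit, the screen mean plus 3 SD, cut at about 24% in these data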;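 note: 0% = DMSO with enzyme and 100% = enzyme fully blocked by orthovanadate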
# Numbers without * were called inactive; . = not tested or not shown. Cut-off read from the data, not from the text of the source, unless noted: active = inhibition above about 30%; inactive = the rest.
no.	mol	FAK blocker	LYP inh 2	S1P2 blocker	Rev-RRE block	PostGolgi ctrl	PTPN22 act	EphB4 ephrin blk	S1P2 agonist	PostGolgi yeast
1	COc1ccc(CNC(=O)c2ccc(NC(=O)CC3SC(N4CCCCC4)=NC3=O)cc2)cc1 (stereo not drawn)	2	-7	14	13	11	4	2	-8	16
2	Cc1cc(C)n2cc(CSC3=NCCS3)nc2n1	-1	6	24	6	5	-7	-3	-3	-4
3	COC(=O)C1CSC(C(=O)OC)N1C(=O)Nc1ccc(Cl)cc1 (stereo not drawn)	3	-6	13	10	-1	9	-1	-7	1
4	CCN(CC)c1ccc(C(=O)OCC(=O)NCC2CCCO2)cc1 (stereo not drawn)	-1	3	-22	-6	9	-3	1	-3	7
5	O=C(Nc1ccc2c(c1)OCCO2)C1c2ccccc2C(=O)N2CCc3ccccc3C12 (stereo not drawn)	7	4	-4	0	21	-8	1	-7	-5
6	Cc1nc2sc(C(c3cccc(F)c3)N3CC(C)OC(C)C3)c(O)n2n1 (stereo not drawn)	2	5	12	1	8	-5	-3	-9	-2
7	CC(Sc1nnnn1C)C(=O)Nc1ccc(Oc2ccccc2)cc1 (stereo not drawn)	-10	1	9	0	9	3	6	-11	-1
8	COc1cccc(CNc2nc3nc4c(c(=O)n3[nH]2)CCC4)c1	1	4	7	3	3	-1	4	-2	-5
9	COc1ccc(NC(=O)C2c3cc(OC)c(OC)cc3C(=O)N(C)C2c2cccnc2)cc1OC (stereo not drawn)	-3	-5	18	3	-2	3	-3	-3	-29
10	Cc1cc(=O)[nH]c2c1c(C)nn2C1CCOC(C)(C)C1 (stereo not drawn)	2	-5	3	7	-2	2	5	-4	-19

# Continued.
no.	mol	FAK blocker	LYP inh 2	S1P2 blocker	Rev-RRE block	PostGolgi ctrl	PTPN22 act	EphB4 ephrin blk	S1P2 agonist	PostGolgi yeast
11	O=C(Nc1cnc2sccn2c1=O)c1ccc(Cl)cc1Cl	0	10	-14	5	32*	-8	-4	0	-3
12	Cc1nc(OCC(=O)c2ccc(Cl)cc2)c(C#N)c2c1COC(C)(C)C2	1	-10	-13	3	11	9	3	-3	-6
13	CC1CC1C(=O)NCCc1ccc(Cl)cc1 (stereo not drawn)	-1	7	-9	4	.	-8	5	-6	.
14	CCOC(=O)C(CC)Sc1nnc2n1C(C)(C)Cc1ccccc1-2 (stereo not drawn)	3	10	3	6	15	-9	9	-6	4
15	CCN(CC)S(=O)(=O)c1cccc(C(=O)NCCc2ccccc2)c1	0	4	-2	2	.	-3	1	-4	.
16	COc1ccc(CN2C(=O)C(O)(CC(=O)c3c(C)n[nH]c3C)c3ccccc32)cc1OC (stereo not drawn)	5	-2	-20	2	15	1	-5	-1	5
17	Cn1c(=S)[nH]c2ccccc21	1	2	-8	4	17	-1	6	-4	-6
18	Cc1ccc(N=Cc2c(O)n(C)c(=O)n(C)c2=O)nc1	-1	-7	21	11	7	5	3	-5	2
19	S=C(Nc1ccc(Oc2ccccc2)cc1)NC1CCCCC1	0	9	0	4	-1	-5	9	-11	-5
20	CCn1c(=O)cc(SCC(=O)N2CCC(C)CC2)c2ccccc21	-9	-10	5	7	12	7	-6	-5	-1

# (listing goes on)
no.	mol	FAK blocker	LYP inh 2	S1P2 blocker	Rev-RRE block	PostGolgi ctrl	PTPN22 act	EphB4 ephrin blk	S1P2 agonist	PostGolgi yeast
21	CCOC(=O)CN1C(=O)CSc2ccccc21	1	8	17	2	28	-11	-7	-9	1
22	CCOC(=O)CNC=C(C(=O)OCC)C(=O)OCC	2	-5	-3	3	2	10	1	-5	15
23	COCCn1c(Cc2ccccc2)nnc1SCC(=O)N1CCCCC1C (stereo not drawn)	1	-5	-31	-2	7	3	-1	0	-16
24	O=C(NC1CCCC1)C1CCCN1C(=O)Nc1ccc(Cl)cc1 (stereo not drawn)	-3	8	13	3	17	-10	6	-2	-3
25	COc1ccccc1OCCn1c(C(C)O)nc2ccccc21 (stereo not drawn)	2	-4	15	2	2	3	-3	-4	19
26	COC(=O)c1ccc(N2CCN(C)CC2)c(NC(=O)COc2ccc(OC)cc2)c1	-1	-2	18	9	8	0	-8	-8	24
27	COc1ccc(NC2=NC(=S)N(c3ccc(C)cc3)C23CCCCC3)cc1	1	1	-5	2	0	3	-7	2	-17
28	CCOC(=O)c1cc(C#N)c(N2CCCCC2)nc1-c1ccccc1	4	.	1	15	.	.	3	-3	.
